Source: PubChem
GalR3 antagonist: human GalR3 antagonism. inhibition, % at 3 µM. HEK293 GalR3-CNG cAMP membrane potential fluorescence; galR3 body fused to GalR1 C-terminus. O60755. AID 651719. 360,000 compounds, 0.44% hits;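 active = inhibition above the screen-wide average plus 3 SD, cut at about 13% in these data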;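 note: forskolin and galanin both at EC90 stimulate the cells; cAMP rise reported by CNG channel membrane potential dye signal; 0% = forskolin plus galanin with DMSO and 100% = forskolin alone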
Target sequence (O60755 1-299 limits assumed): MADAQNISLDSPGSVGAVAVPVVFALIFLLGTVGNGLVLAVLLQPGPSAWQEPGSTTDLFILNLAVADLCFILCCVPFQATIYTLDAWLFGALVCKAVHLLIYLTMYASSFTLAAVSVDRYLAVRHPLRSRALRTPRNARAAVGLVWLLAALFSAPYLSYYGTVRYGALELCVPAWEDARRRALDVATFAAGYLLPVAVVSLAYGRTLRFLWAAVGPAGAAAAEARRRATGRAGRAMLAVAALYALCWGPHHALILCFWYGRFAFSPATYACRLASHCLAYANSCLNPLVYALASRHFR
* hit, by the source's call.

SMILES	GalR3 antagonist
COc1ccc(N)cc1NC(=O)CN1CCOCC1	-2
CC(=O)Nc1cccc(-c2ccnc3c2CC(C)(C(=O)NC(C)C)O3)c1 (stereo not drawn)	-4
C=C(C)COC(=O)c1ccccc1C(=O)OCC1(C)CO1 (stereo not drawn)	-1
CCOC(=O)c1ccccc1OC(=O)Oc1ccccc1C(=O)OCC	-3
Cc1ccc(S(=O)(=O)NCc2ccccc2)cc1C(=O)NCc1ccncc1	-3
Cc1ccccc1NC(=O)CSc1nc2[nH]c(=O)cc(O)c2s1	-2
c1ccc(CCNc2ccccn2)nc1	-1
CCCCN(C=O)c1c(CC)nc2ccc(C(=O)N(C)Cc3ccco3)cn12	-5
Cc1ccc(C)c(N2CCN(C(=O)CCc3nc(-c4cccc(Cl)c4)no3)CC2)c1	-3
COc1ccc2nc(N3C(=O)C(O)=C(C(=O)c4ccco4)C3c3ccc(C)o3)sc2c1 (stereo not drawn)	-5
COC(=O)C1=C(C)N(Cc2ccc(C(F)(F)F)cc2)C(=NCc2ccc3c(c2)OCO3)NC1c1ccccc1C(F)(F)F (stereo not drawn)	-8
COc1cc(/C=N/N2CCN(Cc3ccccc3)CC2)cc(OC)c1OC	2
CCN1C[C@@H]2[C@@H]3C(=O)N(Cc4ccccc4)C(=O)[C@@H]3[C@](C)(C1=O)N2C(=O)c1ccc(C(F)(F)F)cc1	5
COc1cccc(NC(=O)C2(C)CCN2Cc2ccc(OC)c3ccccc23)c1 (stereo not drawn)	-10
CCCNC(=O)C1(C)CCN(Cc2cc(C)n(C)n2)C1 (stereo not drawn)	-1
C[C@H]1CN([C@@H](C)CO)S(=O)(=O)c2ccc(Br)cc2O[C@H]1CN(C)C(=O)c1ccccc1F	2
Cc1c(C(=O)N(C)Cc2ccc(F)cc2)sc(=O)n1Cc1ccccc1C#N	-3
CC(c1ccccc1)n1ccnc1CO (stereo not drawn)	-2
CCc1cc2c(nc1CC)CCCN2S(=O)(=O)c1ccccc1	-7
C=CCN1C=CC(=O)[C@@H](O)[C@H]1c1ccccc1Br	-6
CCCS(=O)(=O)NC(=O)C1(C)CCCN(C(=O)c2ccc(C#N)cc2)C1 (stereo not drawn)	2
CCCCCCN1C[C@H](O)[C@@H](n2cc(-c3ccc(F)cc3)nn2)C[C@@H]1c1ccccc1	-4
Cc1ccc(S(=O)(=O)Nc2ccc3c(c2)C(=O)N([C@@H](C)CO)C[C@@H](C)[C@@H](CN(C)C(=O)NC(C)C)OCCCC[C@H](C)O3)cc1	-5
COc1ccc(Cl)cc1Cn1c(C)c(C(=O)NCc2cccc(C(F)(F)F)c2)sc1=O	0
COC(=O)[C@]12C[C@H](CC(=O)NCC34CC5CC(CC(C5)C3)C4)C(=O)N(CCC3=CCCCC3)C1=C[C@H](C(C)(C)C)O[C@@H]2C	-4
CC1(C)CCCC2(C)C(OCCO)=CC(=O)C=C12 (stereo not drawn)	-1
C1CCN(CC2CCCCN2)CC1 (stereo not drawn)	-5
CCC(C)(O)c1cnc(CC(C)C)c(=O)n1O (stereo not drawn)	-5
CC1=C(C(=O)N2CCOCC2)CC(CC(=O)NC2CC2)C(=O)N1Cc1ccc(F)cc1 (stereo not drawn)	-6
COC(=O)[C@H](CC(C)C)NC(=O)/C=C/[C@H]1O[C@@H](n2ccc(=O)[nH]c2=O)[C@H](O)[C@@H]1O	-6
CCc1nc2c(OCCOc3ccc(F)cc3)cccn2c1N(C)C(=O)c1ccc(OC)cc1	-8
CC(=O)N1C[C@H]2CON(C)[C@H]2C[C@H]1c1ccc(-c2cccnc2)cc1	-4
CC(C)CC1C(=O)N(Cc2cn(Cc3ccco3)nn2)CCS(=O)(=O)N1Cc1ccc(-c2ccc(Cl)cc2)cc1 (stereo not drawn)	-1
CC(C)c1nc2oc3c(N4CCNCC4)ncnc3c2c2c1CCC2	-1
CN1CCN(c2ccc(CNC(=O)c3ccc(-c4ccnn4C)c4ccoc34)cc2)CC1	-5
CCOC(=O)N1CCN(S(=O)(=O)N2CCCC(C(=O)NCc3ccccc3OCC)C2)CC1 (stereo not drawn)	-8
CC(=O)Nc1cccc(-c2cc3c(c4c2ccn4C)C2CCC3O2)c1 (stereo not drawn)	-6
Cc1ccc(NC(=O)Nc2nc3ccc(S(C)(=O)=O)cc3s2)cc1	1
O=C(NN=Cc1c[nH]c2ccccc12)NN=Cc1c[nH]c2ccccc12	-3
CCN(CC(=O)Nc1c(F)cccc1F)C(=O)CCCN1C(=O)c2cccc3cccc(c23)C1=O	-4

An excerpt of these results, as labelled records.
> CC(=O)Nc1cccc(-c2cc3c(c4c2ccn4C)C2CCC3O2)c1 (stereo not drawn)
  GalR3 antagonist: -6

> Cc1ccc(NC(=O)Nc2nc3ccc(S(C)(=O)=O)cc3s2)cc1
  GalR3 antagonist: 1

Other records
SMILES	GalR3 antagonist
CCC(=O)c1ccc(OCC(=O)N(CC)CC2COc3ccccc3O2)cc1 (stereo not drawn)	2
CCOC(=O)C1=CN(Cc2ccco2)S(=O)(=O)N(C)C1c1ccc(C(F)(F)F)cc1 (stereo not drawn)	-8
Cc1[nH]c(=O)[nH]c(=O)c1NC(=O)c1ccccc1[N+](=O)[O-]	-4
O=CN/C=C/c1cccc(O)c1	-4
CC1(C(=O)Nc2ccc(Cl)cc2)Cc2c(-c3ccc4c(c3)OCO4)ccnc2O1 (stereo not drawn)	2
CSc1ccc(/C=C/C(=O)OCC(=O)NC2CCCCCC2)cc1	-6
CCCC(C)(C)C(=O)N1CCC1(C)C(=O)Nc1cccc(OC)c1 (stereo not drawn)	-8
C[C@H]1CN([C@@H](C)CO)C(=O)c2cc(Br)cnc2O[C@H]1CN(C)Cc1ccccc1C(=O)O	-6
CC(C)NC(=O)N1Cc2cc(C(=O)NC3CCCCC3)nc(-c3cccc(-c4cccnc4)c3)c2[C@@H]1CCO	-2
COC(=O)[C@@]12C[C@@H](CC(=O)NCc3ccccc3)C(=O)N(Cc3ccco3)C1=CCC(C)(C)C2	-9
Cc1ccccc1C1N=C2Oc3ccccc3C=C2C(=O)N1 (stereo not drawn)	-7
CC(=O)c1cccc(NC(=O)c2cccc3c(-c4cccnc4)coc23)c1	-9
CN1OC[C@@H]2CN(Cc3cc(Cl)cc(Cl)c3)[C@H](c3cccc(Oc4ccccc4)c3)C[C@@H]21	-4
COc1ccc(-c2oc3c4c2C(=O)OCCOC4CCC3)cc1 (stereo not drawn)	-6
C[N+](C)(C)CCN1C(=O)c2ccccc2C1=O	-6
C[C@H](CO)N1C[C@H](C)[C@H](CN(C)C(=O)NC2CCCCC2)Oc2ncc(Br)cc2C1=O	-7
COC(=O)c1ccc(OC)c(CSc2nnc(-c3ccc(C)cc3)o2)c1	-2
COc1ccc(SSc2ccc(OC)cc2C(=O)O)c(C(=O)O)c1	-8
CCCCNC(=O)C(=O)Nc1ccc2c(c1)N(S(=O)(=O)c1cccs1)CCC2	0
COc1ccc(NC(=O)N(C)C[C@@H]2OCc3cnnn3CCCC(=O)N([C@H](C)CO)C[C@@H]2C)cc1	2

15 compounds already listed, sorted by count of non-hydrogen atoms, ascending.
SMILES	GalR3 antagonist
O=CN/C=C/c1cccc(O)c1	-4
C[N+](C)(C)CCN1C(=O)c2ccccc2C1=O	-6
Cc1[nH]c(=O)[nH]c(=O)c1NC(=O)c1ccccc1[N+](=O)[O-]	-4
Cc1ccccc1C1N=C2Oc3ccccc3C=C2C(=O)N1 (stereo not drawn)	-7
COc1ccc(-c2oc3c4c2C(=O)OCCOC4CCC3)cc1 (stereo not drawn)	-6
CSc1ccc(/C=C/C(=O)OCC(=O)NC2CCCCCC2)cc1	-6
COC(=O)c1ccc(OC)c(CSc2nnc(-c3ccc(C)cc3)o2)c1	-2
CC(=O)c1cccc(NC(=O)c2cccc3c(-c4cccnc4)coc23)c1	-9
CCCCNC(=O)C(=O)Nc1ccc2c(c1)N(S(=O)(=O)c1cccs1)CCC2	0
CC1(C(=O)Nc2ccc(Cl)cc2)Cc2c(-c3ccc4c(c3)OCO4)ccnc2O1 (stereo not drawn)	2
C[C@H](CO)N1C[C@H](C)[C@H](CN(C)C(=O)NC2CCCCC2)Oc2ncc(Br)cc2C1=O	-7
CN1OC[C@@H]2CN(Cc3cc(Cl)cc(Cl)c3)[C@H](c3cccc(Oc4ccccc4)c3)C[C@@H]21	-4
COC(=O)[C@@]12C[C@@H](CC(=O)NCc3ccccc3)C(=O)N(Cc3ccco3)C1=CCC(C)(C)C2	-9
COc1ccc(NC(=O)N(C)C[C@@H]2OCc3cnnn3CCCC(=O)N([C@H](C)CO)C[C@@H]2C)cc1	2
CC(C)NC(=O)N1Cc2cc(C(=O)NC3CCCCC3)nc(-c3cccc(-c4cccnc4)c3)c2[C@@H]1CCO	-2

Going on with the list.
SMILES	GalR3 antagonist
CC(C)(C)n1nnnc1C(c1ccccc1)N1CCN(c2ccccc2)CC1 (stereo not drawn)	-2
Cc1cc(O)cc(=O)n1-c1cccc(C(F)(F)F)c1	-6
C[C@@H]1Cn2cnc(C(=O)N[C@@H](C)c3ccccc3)c2C(=O)N1	-2
O=C(C1CC(=O)N(c2ccc3c(c2)OCCO3)C1)N1CCN(S(=O)(=O)c2ccc(F)cc2)CC1 (stereo not drawn)	-5
O=C(Nc1cccc(C(=O)O)c1)/C(=C\c1ccc2c(c1)OCO2)NC(=O)c1ccccc1Br	-3
Cc1ccc(NC2(C#N)CCCC2)cc1	1
CCc1nc2c(OCc3cccc(Cl)c3)cccn2c1N(C)C(=O)CC(C)C	-8
COc1cccc(-c2cc(NC(C)=O)c3ncc(-c4ccc(OC)c(OC)c4)n3c2)c1	7
Cc1ccc(C)c(C(=O)OCC(=O)NC(=O)NCc2ccccc2)c1	-2
O=C(NCc1ccco1)C(=O)NN=Cc1ccccc1O	-7
C[C@H](CO)N1C[C@H](C)[C@@H](CN(C)C(=O)c2ccccc2)OCc2cnnn2CCCC1=O	-2
C[C@@H]1CN([C@H](C)CO)C(=O)CCCn2nncc2CO[C@H]1CN(C)C(=O)c1ccccc1	-1
Cc1ccc(C)c(NC(=O)CN(C)C(=O)c2ccccn2)c1	-5
CCOC(=O)N1CCC2(CC1)NC(=O)c1ccccc1N2	5
O=C(NN=Cc1ccc(Cl)cc1Cl)C1CC1	-7
Cc1ccc(C(=O)NCCN2CCC(n3c(=O)[nH]c4ccccc43)CC2)cc1C	-7
O=C(Nc1cccc(S(=O)(=O)NC2=NCCC2)c1)c1cc(F)c(F)c(F)c1F	-6
CC(=O)c1cccc(OCc2cc(C(=O)N(C)Cc3nccs3)no2)c1	-7
CCC(C)C(=O)C(=O)N1CCC(n2nccc2NC(=O)CCOc2ccccc2)CC1 (stereo not drawn)	0
CCC(=O)N1CCCC1(C)C(=O)Nc1ccc2nc(C)ccc2c1 (stereo not drawn)	-1
CC1(C(=O)Nc2cccc3cccnc23)CCN1Cc1ccccc1OC(F)F (stereo not drawn)	-7
CCC(C(N)=O)N1C(=O)C2C3CCC(C3)C2C1=O (stereo not drawn)	-2
O=C1CN(CN2CCCCC2)C(=O)CN1CN1CCCCC1	-7
S=c1[nH]nc2sc3ccccc3n12	0
CC1(C(=O)Nc2ccc3c(c2)OCCO3)CN(S(C)(=O)=O)CC(=O)N1CCc1ccc(O)cc1 (stereo not drawn)	1
Cc1ccc(C(=O)Nc2nnc([C@H]3C[C@H](O)[C@@H](CO)O3)s2)cc1	-4
CCN1C(=O)[C@H]2[C@H]3CN=C(SCC4CC4)N3[C@@](CC)(C(=O)OC)[C@H]2C1=O	-3
C[C@@H]1CCCCO[C@@H](CN(C)C(=O)Cc2ccccc2)[C@@H](C)CN([C@H](C)CO)C(=O)c2cc(N(C)C)ccc2O1	-2
Nc1cc(S(=O)(=O)c2ccc(N3CCCCC3)c(N)c2)ccc1N1CCCCC1	-9
COCC(=O)Nc1ccc2c(c1)[C@@H]1C[C@H](CC(=O)NCc3cccc(F)c3)O[C@@H](CO)[C@@H]1O2	-2
COc1cccc(-c2cnc3c(NC=O)cc(-c4ccncc4)cn23)c1	-2
CSc1ccc(/C=C/C(=O)OCC(=O)N2CCN(c3ccccc3)CC2)cc1	0
OC[C@@H]1CN(Cc2ccc(F)cc2)C[C@H](n2cnc3c(NCc4ccncc4)ncnc32)O1	-2
CCOC(=O)[C@H]1[C@H]2COc3ccc(Br)cc3[C@@H]2N2C(=O)CN(C)C(=O)[C@@]12C	-7
CCOC(=O)C1CCN(C(=O)c2ccc3c(=O)n4nc(Nc5ccccc5CC)sc4nc3c2)CC1	-7
COc1ccc(/C=C(/NC(=O)c2ccc(Br)cc2)C(=O)Nc2cccc(C(=O)O)c2)cc1	-2
CC1(C(=O)NCc2ccco2)Cc2c(-c3cccc(C(F)(F)F)c3)ccnc2O1 (stereo not drawn)	-3
COc1ccc(C)cc1NC(=O)COC(=O)Cc1c[nH]c2ccccc12	0
Cc1ccc(S(=O)(=O)N2C[C@@H](C)[C@]3(C2)[C@H](O)[C@H](OC(=O)Nc2c(C)noc2C)C[C@H]2C(=O)N(c4ccccc4)C(=O)[C@H]23)cc1	-3
CC(C)C[C@@H](CN1CCC[C@H]1CN1C(=O)C(=O)NC[C@@H]1Cc1ccc(O)cc1)N1C[C@H](Cc2ccccc2)N(CC2CCCCC2)C(=O)C1=O	-3
CCCCN(C(=O)c1ccc2c(c1)S(=O)(=O)N=C1CCCCCN12)c1c(N)n(CC(C)C)c(=O)[nH]c1=O	-3
O=C(NCc1ccccc1)c1cc(C2COCCN2C(=O)C/C=C/c2ccccc2)on1 (stereo not drawn)	-6
CCCCNC(=O)c1nc(-c2cccs2)oc1-c1ccc(Cl)cc1	-6
Oc1ccc(-c2nc3ccccc3nc2-c2ccc(O)cc2O)c(O)c1	0
COC(=O)C1=C(C(=O)OC)[C@]2([C@@H]3CCCCN[C@@H](Cc4ccccc4)C(=O)N3Cc3ccccc3)C=C[C@H]1O2	-10
CC1(C(=O)NS(=O)(=O)c2cccc(C#N)c2)CCN1C(=O)Cc1ccc(Cl)cc1Cl (stereo not drawn)	-2
O=C(NCCc1ccccc1)C1Cc2c(-c3ccc4c(c3)OCO4)ccnc2O1 (stereo not drawn)	-7
Cc1cc2nc(-c3ccccc3)c(Cc3ccsc3)n2c(C)c1Br	-4
O=C(CCNC(=O)c1ccc([N+](=O)[O-])cc1)Nc1nc2ccccc2[nH]1	-4

Some of the compounds tested (hit frequency here may not be typical).
